Screens: PubChem, several laboratories
IDE cell inh: cellular human IDE inhibition. inhibition, % at 5.59 µM. actives 0.41% (n = 320,000). HEK cells, FAbetaB cleavage, fluorescence polarization. AID 434962;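 active = percent inhibition above the average of all tested compounds plus 3 SD, set per screening campaign, cut at about 16% in these data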;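 also: IDE supplied by intact live HEK cells; FP after avidin binding of uncleaved biotin substrate so inhibition keeps polarization high; 0% = DMSO wells and 100% = 60 µM reference IDE inhibitor Ii1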
Target sequence (P14735 whole entry, looked up): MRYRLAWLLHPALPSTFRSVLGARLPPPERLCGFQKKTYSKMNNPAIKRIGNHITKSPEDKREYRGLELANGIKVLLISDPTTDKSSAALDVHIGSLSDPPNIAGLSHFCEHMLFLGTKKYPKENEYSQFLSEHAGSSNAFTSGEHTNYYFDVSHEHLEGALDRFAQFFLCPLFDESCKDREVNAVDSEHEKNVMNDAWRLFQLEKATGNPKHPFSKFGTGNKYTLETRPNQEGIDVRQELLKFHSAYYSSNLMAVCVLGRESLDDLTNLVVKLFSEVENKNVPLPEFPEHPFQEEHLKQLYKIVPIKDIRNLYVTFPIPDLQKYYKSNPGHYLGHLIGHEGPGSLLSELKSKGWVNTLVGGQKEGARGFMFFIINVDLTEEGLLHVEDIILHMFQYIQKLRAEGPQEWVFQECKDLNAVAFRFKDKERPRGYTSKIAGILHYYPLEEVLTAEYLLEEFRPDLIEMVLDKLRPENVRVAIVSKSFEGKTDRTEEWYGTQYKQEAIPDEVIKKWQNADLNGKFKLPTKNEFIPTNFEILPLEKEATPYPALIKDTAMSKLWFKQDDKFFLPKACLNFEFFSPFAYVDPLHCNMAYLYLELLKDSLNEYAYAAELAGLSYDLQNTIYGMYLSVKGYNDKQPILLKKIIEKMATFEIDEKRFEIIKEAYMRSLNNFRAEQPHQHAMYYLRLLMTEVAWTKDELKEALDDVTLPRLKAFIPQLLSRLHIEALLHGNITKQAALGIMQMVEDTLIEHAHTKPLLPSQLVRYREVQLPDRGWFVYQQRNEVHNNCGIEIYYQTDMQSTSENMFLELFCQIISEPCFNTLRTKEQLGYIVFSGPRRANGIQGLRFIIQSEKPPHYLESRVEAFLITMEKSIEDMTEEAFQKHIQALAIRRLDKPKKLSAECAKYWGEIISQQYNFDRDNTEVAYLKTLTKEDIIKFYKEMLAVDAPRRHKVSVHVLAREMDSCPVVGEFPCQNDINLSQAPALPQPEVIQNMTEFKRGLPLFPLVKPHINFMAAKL
GalR3 antag: blocks the human galanin receptor 3. inhibition, % at 3 µM. HEK293 GalR3-CNG cAMP membrane potential fluorescence; galR3 body fused to GalR1 C-terminus. AID 651719. actives 0.44% (n = 360,000). O60755;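 active = inhibition above the screen-wide average plus 3 SD, cut at about 13% in these data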;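 also: forskolin and galanin both at EC90 stimulate the cells; cAMP rise reported by CNG channel membrane potential dye signal; 0% = forskolin plus galanin with DMSO and 100% = forskolin alone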
IDE cell activ: activators of human insulin-degrading enzyme in cells. P14735. HEK cells, FAbeta-B cleavage, fluorescence polarization; 0% vehicle, 100% cell-free pure enzyme wells. activation, % at 5.96 µM. actives 0.073% (n = 340,000). AID 493087;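 active = activation above the mean of all tested compounds plus 3 SD, set per screening campaign, cut at about 17% in these data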
HCV NS3 hel inh: inhibitors of Hepatitis C virus NS3 helicase; actives 0.56% (n = 290,000); AID 1800; NS3 helicase DNA unwinding, Cy5 molecular beacon fluorescence; inhibition, % at 10.9 µM;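 active = inhibition above the mean of all tested compounds plus 3 SD, set per campaign, cut at about 35% in these data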;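 also: 0% = DMSO wells and 100% = thioflavine S control wells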
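System: NS3 helicase fragment of HCV / Schedule: 1 h at 25 °C / Control set: DMSO alone as 0% and 110 µM thioflavine S as 100% / Reagent: Cy5/quencher beacon DNA duplex and ATP to start / Technique: Cy5 fluorescence / Replication: singlicate / Evaluation: % inhibition of end-to-start signal ratio versus controls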
VIM-2 inhibitor: inhibitors of Pseudomonas aeruginosa VIM-2 metallo-beta-lactamase. purified VIM-2, nitrocefin hydrolysis, epi-absorbance fluorescence. inhibition, % at 5.6 µM. actives 0.89% (n = 290,000). AID 1527;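 active = inhibition above the mean of all tested compounds plus 3 SD, cutoff set per screening run, cut at about 7.5% in these data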;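 also: red hydrolysis product quenches plate fluorescence so inhibitors raise well fluorescence; 0% = enzyme with DMSO and 100% = DMSO without enzyme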
IMP-1 inh: inhibitors of Pseudomonas aeruginosa IMP-1 metallo-beta-lactamase. AID 1556. inhibition, % at 5.6 µM. purified IMP-1, nitrocefin hydrolysis, epi-absorbance fluorescence. actives 0.45% (n = 290,000);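 active = inhibition above the mean plus 3 SD of all compounds in the same screening run, cut at about 4.5% in these data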;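 also: 0% = IMP-1 with DMSO and 100% = DMSO wells lacking enzyme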
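System: purified IMP-1; amount: IMP-1 0.2 nM before substrate addition; compound: single dose, 5.6 µM; times: 25 °C, 15 min preincubation, 25 min reaction; signal: Epi-absorbance via hydrolysed-nitrocefin quenching of white-plate fluorescence, 480/530 nm, EDTA stop; benchmarks: DMSO with and without IMP-1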
pCIP destab: p/CIP protein destabilization. Q05BA5. F442A p/CIP-EGFP cells, EGFP fluorescence, 16 h. decrease of EGFP signal, % at 10 µM. actives 0.01% (n = 290,000). AID 1984;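 active = EGFP signal decrease of at least 30% at 10 µM or well 3 SD below plate mean, unless failing retest; inactive = the rest, including hits failing retest or dose response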; also: some compounds called inactive have numbers as strong as hits; many of its hits are not listed in these tables
UBC9 SUMO inh: blocks human SUMOylation mediated by UBC9 | P63279 | HTRF SUMOylation assay, SAE1/SAE2 + UBC9, in vitro | inhibition, % at 35 µM | actives 0.36% (n = 290,000) | AID 2006; in the data active = inhibition above about 50%, passing the limit was not always enough; also: strong numbers were not always called active
CRFBP-R2 block: blocks CRF-induced signaling of the CRF-BP/CRF-R2 complex | HEK293 CRF-R2/CRF-BP, CRF-induced calcium fluorescence | inhibition, % at 11.8 µM | actives 0.59% (n = 350,000);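 active = inhibition of the ligand-induced calcium signal above about 50% at the single tested concentration, limit read from the data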
* marks the source's active call; other numbers are inactive results; nt = no result given.

IDE cell inh | GalR3 antag | UBC9 SUMO inh | HCV NS3 hel inh | VIM-2 inhibitor | pCIP destab | CRFBP-R2 block | IDE cell activ | IMP-1 inh | smiles
2.0 | -10.2 | -2.8 | -16.4 | -3.1 | -4.1 | -12.4 | -1.4 | -5.3 | Cc1nc2c(-c3ccc(Cl)cc3)cnn2c(N)c1-c1ccc(F)cc1
5.6 | -1.2 | 24.5 | -9.5 | -1.2 | -0.3 | -2.2 | 0.4 | -1.6 | Cc1ccc2[nH]c3c(c2c1)CN(C(=O)CN(C)CC1OCCO1)CC3
-0.7 | -0.8 | nt | nt | nt | nt | 3.9 | 3.2 | nt | Cc1ccc(C(=O)NNC(=O)c2cccc(S(=O)(=O)N3CCOCC3)c2)cc1
-3.7 | 1.5 | 20.4 | 10.1 | 9.4* | -7.3 | 1.1 | 0.6 | -4.3 | Cc1c(OCC(=O)NCC2CCC(C(=O)O)CC2)ccc2c3c(c(=O)oc12)CCC3 (stereo not given)
nt | nt | -55.4 | 0.9 | -2.4 | -9.4 | nt | nt | -3.1 | Cc1ccc(S(=O)(=O)NCCn2c(C)cc3ccccc32)cc1
2.2 | -2.7 | 10.0 | -5.1 | -4.5 | -4.5 | -18.5 | -0.5 | 2.0 | COc1ccc2c(C)cc(N3CCN(c4ccc(F)cc4)CC3)nc2c1
1.9 | nt | 2.7 | 7.0 | -0.5 | -4.2 | 17.1 | 1.0 | -4.3 | COc1ccc(-c2c3c(nc4sc5c(Cl)nc(C)nc5c24)CCC3)cc1
1.8 | -0.9 | -13.6 | -4.6 | -1.5 | -6.9 | -1.1 | 3.5 | -3.2 | CCn1cc(CNCc2cn[nH]c2-c2cc3ccccc3o2)cn1
-4.0 | -5.1 | 18.1 | -31.0 | -0.7 | -3.0 | 3.6 | 1.2 | -1.2 | Cc1cc(=O)oc2cc(OCC(=O)OCC(=O)Nc3ccc(C(N)=O)cc3)ccc12
14.2 | 3.3 | 3.8 | -25.1 | -3.9 | -0.7 | 6.9 | 7.4 | -1.6 | CCC(C)NCCCOc1ccc(Cl)cc1C(C)(C)C (stereo not given)
0.9 | -2.6 | 3.4 | 3.1 | -4.4 | -15.2 | -10.4 | 3.5 | -2.7 | COc1cc(C(=O)NCC(=O)N2CCN(S(=O)(=O)c3cc(C)ccc3C)CC2)cc(OC)c1OC
1.9 | 1.4 | -20.5 | -9.1 | -1.3 | -5.2 | 2.4 | 2.9 | 0.5 | CCOc1ccccc1/C=C(\NC(=O)c1ccccc1)C(=O)NCCC(=O)O
0.6 | -1.0 | nt | -0.5 | 0.2 | 7.9 | -13.5 | 1.7 | 0.1 | O=C(N[C@@H](Cc1ccccc1)C(=O)N1CCC2(CC1)NCCc1[nH]cnc12)c1cccc(F)c1
2.9 | -4.9 | 6.5 | -10.7 | -2.8 | -14.7 | -24.0 | 2.3 | -2.2 | CC(C)c1nnc(NC(=O)CCc2ccccc2)s1
2.6 | -2.7 | 7.6 | -5.5 | -3.7 | -0.7 | -16.8 | 2.0 | -4.0 | CN(C(=O)c1ccc(S(=O)(=O)N2CCCC2)cc1)C1CCCCC1
-6.5 | -6.0 | 16.9 | 9.9 | 0.1 | -15.1 | -33.8 | 5.0 | -2.0 | NNc1nc(-c2ccccc2)c2cc(Br)ccc2n1
0.2 | -2.0 | 0.3 | 0.5 | -3.3 | 1.6 | -1.6 | -1.1 | -2.4 | CC(=O)Nc1ccc(S(=O)(=O)Nc2cccc(N(C)S(C)(=O)=O)c2)cc1
-0.8 | -0.6 | 11.3 | 1.9 | -0.6 | -5.0 | 0.2 | 4.2 | -1.2 | COC(=O)C(NC(C)=O)(Nc1nc2c(s1)CCCC2)C(F)(F)F (stereo not given)
-2.1 | -4.4 | nt | nt | nt | nt | -12.2 | 2.0 | nt | Nc1c(N(Cc2ccco2)C(=O)c2ccc(Cl)cc2)c(=O)[nH]c(=O)n1Cc1ccccc1
1.6 | -1.5 | -4.2 | 4.8 | -0.9 | 1.1 | 0.1 | 3.8 | 1.1 | CCOC(=O)c1c(C)[nH]c(C(=O)N2CCC(C(=O)OCC)CC2)c1C
-1.2 | 0.4 | 10.0 | 6.2 | -5.3 | -3.1 | 13.1 | 4.3 | -2.7 | O=C(O)c1ccc(COc2ccc(CO)cc2Cl)cc1
-2.1 | -1.7 | -48.8 | 8.3 | -2.6 | 0.1 | -16.2 | -3.5 | -0.2 | Oc1c(C(Nc2cccc(C(F)(F)F)c2)c2cccnc2)ccc2cccnc12 (stereo not given)
-4.2 | 3.1 | 13.4 | 1.5 | -3.6 | -6.3 | -16.8 | -2.5 | -2.5 | CC(C)(C)c1ccc(C(=O)Nc2ccc(N3CCOCC3)cc2)cc1
4.8 | -3.0 | nt | nt | nt | nt | -15.6 | 3.4 | nt | CCOC(=O)[C@H]1[C@H]2COc3cc(OC)ccc3[C@@H]2N2C(=O)CN(CCc3c[nH]c4ccccc34)C(=O)[C@@]12C
-0.9 | -7.3 | 13.9 | 8.7 | -2.5 | -18.0 | -14.6 | 3.3 | -1.0 | Cc1cccn2c(=O)c3cc(S(=O)(=O)c4ccc(Br)cc4)c(=N)n(C4CCCC4)c3nc12
-3.7 | -6.7 | 8.3 | -6.1 | -2.1 | 6.7 | 4.5 | 1.8 | -4.3 | COC(=O)c1nnn(-c2nonc2N)c1CSc1nnc(N)s1
-2.5 | -2.1 | 20.9 | -3.6 | -2.1 | -9.3 | -9.0 | 0.1 | -2.1 | CCCCCC(=O)Nc1nc(C)c(-c2csc(Nc3ccccc3OC)n2)s1
1.1 | -5.7 | 12.1 | 13.9 | -6.7 | -18.2 | -0.8 | 0.3 | -2.9 | Cc1c(NC(=O)CC(O)(C(F)(F)F)C(F)(F)F)c(=O)n(-c2ccccc2)n1C
-1.9 | 2.4 | -16.7 | nt | nt | -3.8 | 9.1 | -2.3 | nt | CCC1ON(C(C)C)C2c3nc4ccccc4n3CC12 (stereo not given)
30.2* | 5.7 | 20.0 | 15.6 | 4.6 | 6.8 | 7.8 | -18.7 | 0.2 | COC(=O)c1cc(NC(=O)c2ccc(-c3ccccc3)cc2)ccc1Cl

Part of the list above, reformatted.
mol | IDE cell inh | GalR3 antag | UBC9 SUMO inh | HCV NS3 hel inh | VIM-2 inhibitor | pCIP destab | CRFBP-R2 block | IDE cell activ | IMP-1 inh
CCC1ON(C(C)C)C2c3nc4ccccc4n3CC12 (stereo not given) | -1.9 | 2.4 | -16.7 | nt | nt | -3.8 | 9.1 | -2.3 | nt
COC(=O)c1cc(NC(=O)c2ccc(-c3ccccc3)cc2)ccc1Cl | 30.2* | 5.7 | 20.0 | 15.6 | 4.6 | 6.8 | 7.8 | -18.7 | 0.2

Later entries.
IDE cell inh | GalR3 antag | UBC9 SUMO inh | HCV NS3 hel inh | VIM-2 inhibitor | pCIP destab | CRFBP-R2 block | IDE cell activ | IMP-1 inh | smiles
5.8 | -1.1 | -13.8 | 24.6 | 1.7 | -4.5 | -4.5 | -3.9 | -4.9 | O=C(NCCc1ccccc1)c1noc2c1CCc1ccccc1-2
-4.9 | -2.7 | nt | nt | nt | nt | -2.8 | 2.0 | nt | CCOc1ccc2oc(C(=O)NNC(=O)c3ccccc3O)c(C)c2c1
-4.8 | 0.1 | nt | nt | nt | nt | -10.4 | 2.9 | nt | O=C(N/C=C/c1ccccc1)c1ccccc1
-0.3 | -10.6 | -6.9 | 9.3 | 0.5 | 6.9 | 5.3 | 0.3 | 0.4 | Cc1ccccc1C1C(=O)c2ccccc2C1=O
-0.9 | 0.6 | nt | nt | nt | nt | 6.0 | -1.0 | nt | CCN(CC)S(=O)(=O)c1ccc(N2CC(C(=O)N3Cc4ccccc4CC3C(N)=O)CC2=O)cc1 (stereo not given)
1.6 | -9.5 | 2.1 | -10.5 | 0.2 | -1.8 | 12.6 | -3.1 | -3.5 | COc1ccccc1NC(=O)CCCC(=O)OC(C)C(=O)c1ccccc1 (stereo not given)
0.4 | -6.4 | -5.6 | 0.0 | -2.9 | -2.6 | 17.9 | 3.5 | -4.0 | CCOC(=O)N/N=C/c1ccccc1F
1.1 | -4.0 | 5.3 | -9.2 | -1.4 | -3.0 | -7.0 | -2.9 | -3.0 | CCN1CCN(CCCN(Cc2ccco2)C(=S)Nc2ccc(C)c(Cl)c2)CC1
3.7 | -1.9 | 3.2 | -3.3 | -2.4 | -13.0 | -2.7 | -1.4 | -1.6 | Clc1ccc(-n2nnc(-c3cccnc3Cl)n2)cc1Cl
1.2 | 0.4 | 9.2 | 4.8 | -4.4 | -9.7 | 14.0 | 4.3 | 0.7 | CCOC(=O)C(=NCCCN(C)C)NNc1ccc(Br)cc1
4.0 | -5.3 | 16.4 | -5.8 | -1.2 | 1.5 | -8.0 | 5.6 | -2.0 | O=C(C[n+]1ccc(-c2nnc3n2CCCCC3)cc1)c1ccc(Cl)cc1
3.9 | -8.7 | 15.8 | 1.3 | -2.7 | -2.5 | -3.0 | -0.8 | -1.1 | COc1ccc(C(=O)c2ccsc2N)cc1
3.6 | -10.9 | -16.5 | 8.7 | -1.1 | -0.6 | -15.1 | -0.1 | -0.6 | COc1cccc(N(CC(=O)NCCSCc2ccc(Cl)cc2)S(C)(=O)=O)c1
7.0 | -3.0 | 6.1 | -2.4 | -0.8 | -2.0 | -6.4 | 2.3 | -1.1 | CCc1ccc(OCC(=O)NC2CC(C)(C)NC(C)(C)C2)cc1
2.3 | -6.4 | 3.6 | -1.0 | -0.4 | 3.8 | 8.6 | -1.5 | -0.9 | CC(=O)Nc1ccc(OCCOc2ccc(NC(C)=O)cc2)cc1
-3.9 | -4.7 | 1.6 | -5.7 | -2.1 | 6.1 | 7.3 | 2.4 | -2.9 | CN(Cc1cccs1)C(=O)CSc1nc(N)cc(N)n1
6.3 | -9.0 | -8.8 | -7.3 | -2.2 | 6.7 | 17.0 | 1.9 | -3.2 | CC(=O)c1cccc(N(C(=O)c2ccccn2)C(C(=O)NC2CCCCC2)c2cccs2)c1 (stereo not given)
3.2 | -4.2 | 2.3 | 12.4 | -1.9 | -4.4 | -4.1 | -0.1 | -2.6 | CCNC(=S)N/N=C(\C)c1ccc2c(c1)OCCO2
-0.7 | -1.2 | -4.9 | nt | nt | -5.6 | -0.5 | 0.0 | nt | CN1C[C@@H]2C(c3ccc(C(F)(F)F)cc3)C3(c4ccccc4)CC2(C3)[C@H]1c1ccccc1 (stereo not given in full)
0.7 | -2.0 | -9.4 | -2.7 | -6.2 | -20.4 | -6.7 | 3.8 | -4.1 | Cc1ccccc1-n1c(=S)[nH]c2nc3c(cc2c1=O)CCCC3
4.2 | -6.4 | 7.6 | -1.3 | -2.5 | -8.1 | -77.2 | 2.9 | -2.9 | Cc1ccc(S(=O)(=O)N2CCCC(C(=O)NCCC3=CCCCC3)C2)cc1 (stereo not given)
3.0 | -1.6 | -40.6 | -27.6 | -1.6 | 1.0 | 2.2 | 3.2 | -1.3 | CC(C)(C)OC(=O)NCc1ccc(CNC(=O)c2[nH]cnc2C(=O)N[C@@H](Cc2ccccc2)C(=O)OC(C)(C)C)cc1
